# Glioma ERSR ind = qHTS for Inducers of the Endoplasmic Reticulum Stress Response (ERSR) in Human Glioma: qHTS. U87-MG GRP78 promoter luciferase reporter, 16 h. Potency, µM, without a hit: at the highest dose activation, most hits filed as activators. actives 0.02% (n = 420,000); further: potency means the concentration at half of the fitted maximal effect; series mostly up to about 76 µM; % of control where 0% means no effect; nearly all actives have a fitted effect of over 35% in size
#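 ERSR induction read as luciferase luminescence (Bright-Glo, 10 min at room temperature) in stably transfected human U87-MG glioma cells exposed to compounds for 16 h, using GRP78 as sensor.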
# Vif-A3G inh = qHTS for Inhibitors of Vif-A3G Interactions: qHTS; Potency, µM (highest dose often 46.1 µM), for the others: at the highest dose activity, negative = active, actives largely listed as inhibitors; AID 602310, 2012; actives 0.076% (n = 410,000); DNA dC->dU-editing enzyme APOBEC-3G (Homo sapiens), Q9HC16; HeLa A3G-eYFP + Vif (tagged APOBEC3G with the HIV-1 protein that degrades it), YFP fluorescence, overnight;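 further: potency means the concentration at half of the fitted maximal effect; on the % scale 0 is the no-effect control and ±100 the full control effect; nearly all actives have a fitted effect of over 60% in size; hits raise eYFP signal because A3G escapes Vif-driven loss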
#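 HeLa cells stably expressing Vif and C-terminally eYFP-tagged A3G, seeded overnight at 37 deg C, then exposed to compound by pintool overnight at 37 deg C. Rise in yellow fluorescence (Ex 488/Em 500-530, Acumen) marks blocked Vif-driven A3G degradation.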
# D2 ag = HTS Assay for Allosteric Agonists of the Human D2 Dopamine Receptor: Primary Screen for Agonists. D(2) dopamine receptor (Homo sapiens), P14416. HEK293 T-REx D2 cells, calcium flux agonist mode. activation, % at 2 µM. actives 0.53% (n = 340,000). AID 485358, 2010;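 active means activation over 3 SD above normal in the single-dose calcium agonist read, cut at about 30% in these data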; further: 0% is about no effect
# Target sequence (P14416 whole entry, looked up): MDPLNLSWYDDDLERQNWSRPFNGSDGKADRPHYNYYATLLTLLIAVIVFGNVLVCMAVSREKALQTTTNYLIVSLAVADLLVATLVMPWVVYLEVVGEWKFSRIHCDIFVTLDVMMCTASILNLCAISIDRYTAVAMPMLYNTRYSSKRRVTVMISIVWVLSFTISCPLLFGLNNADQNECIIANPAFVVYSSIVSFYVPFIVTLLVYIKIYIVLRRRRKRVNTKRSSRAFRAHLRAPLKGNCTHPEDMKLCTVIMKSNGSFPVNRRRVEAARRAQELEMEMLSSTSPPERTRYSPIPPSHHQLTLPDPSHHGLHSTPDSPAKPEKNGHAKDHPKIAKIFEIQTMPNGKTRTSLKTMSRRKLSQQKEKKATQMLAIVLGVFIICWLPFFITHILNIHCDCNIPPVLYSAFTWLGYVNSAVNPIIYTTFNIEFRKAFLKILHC
#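 Agonism scored from kinetic calcium signal (1 read/sec, 180 s) following compound pin transfer, after a 10 s baseline. Cells: HEK293 Trex line expressing inducible D2 receptor coupled to calcium, dye-loaded after overnight culture at 30 C.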
# RGS4 inhibitor = Inhibitors of Regulator of G Protein Signaling (RGS) 4: qHTS. AID 504845, 2011. Transcreener GDP fluorescence polarization, RGS4-accelerated GTP hydrolysis. actives 0.039% (n = 390,000). Potency, µM (doses to about 114 µM), for the others: at the top dose activity change, negative = inhibition, actives largely listed as inhibitors; further: potency means the concentration at half of the fitted maximal effect; on the % scale 0 is the no-effect control and ±100 the full control effect; nearly all actives have a fitted effect of over 75% in size; some results filed as inactive show a strong effect at the top dose
#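 MLSMR compounds (23 nl, pin-transferred) preincubated 10 min at room temperature with a 500nM (2x) first reagent, then RGS4 at 900nM (2x) plus Transcreener GDP mix added; fluorescence polarization (620/688 nm) read before and after 90 min at 30 °C.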
# LDHA inh = qHTS assay for inhibitors of human lactate dehydrogenase. L-lactate dehydrogenase A chain (Homo sapiens), P00338. purified LDHA, NADH/diaphorase-resazurin fluorescence; active compounds read low. activity change, % (values are at about 110 or 230 µM). actives 0.15% (n = 480,000); in the data active means activity change below about -30%; inconclusive means mostly about -25% to -30%;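 further: plate controls were DMSO wells for no effect and wells without enzyme for full effect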
#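 Remaining NADH was detected by diaphorase (0.133 mg/mL) converting 37 µM resazurin to fluorescent resorufin, read at 0 and 20 minutes. The preceding 5-minute room-temperature reaction used 2 nM LDHA, 0.2 mM sodium pyruvate and 0.06 mM NADH at pH 7.4.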
# ALOX12 inh = Primary qHTS assay for inhibitors of human arachidonate 12S-lipoxygenase (ALOX12): Round 2. actives 1.1% (n = 580,000). Polyunsaturated fatty acid lipoxygenase ALOX12 (Homo sapiens), P18054. Potency, µM (top dose mostly 108 µM), for the others: at the top dose activity change, negative = inhibition, hits mostly inhibitors. purified 12hLO, xylenol orange hydroperoxide absorbance; further: potency means the concentration at half of the fitted maximal effect; on the % scale 0 is the no-effect control and ±100 the full control effect
# Target sequence (P18054 whole entry, looked up): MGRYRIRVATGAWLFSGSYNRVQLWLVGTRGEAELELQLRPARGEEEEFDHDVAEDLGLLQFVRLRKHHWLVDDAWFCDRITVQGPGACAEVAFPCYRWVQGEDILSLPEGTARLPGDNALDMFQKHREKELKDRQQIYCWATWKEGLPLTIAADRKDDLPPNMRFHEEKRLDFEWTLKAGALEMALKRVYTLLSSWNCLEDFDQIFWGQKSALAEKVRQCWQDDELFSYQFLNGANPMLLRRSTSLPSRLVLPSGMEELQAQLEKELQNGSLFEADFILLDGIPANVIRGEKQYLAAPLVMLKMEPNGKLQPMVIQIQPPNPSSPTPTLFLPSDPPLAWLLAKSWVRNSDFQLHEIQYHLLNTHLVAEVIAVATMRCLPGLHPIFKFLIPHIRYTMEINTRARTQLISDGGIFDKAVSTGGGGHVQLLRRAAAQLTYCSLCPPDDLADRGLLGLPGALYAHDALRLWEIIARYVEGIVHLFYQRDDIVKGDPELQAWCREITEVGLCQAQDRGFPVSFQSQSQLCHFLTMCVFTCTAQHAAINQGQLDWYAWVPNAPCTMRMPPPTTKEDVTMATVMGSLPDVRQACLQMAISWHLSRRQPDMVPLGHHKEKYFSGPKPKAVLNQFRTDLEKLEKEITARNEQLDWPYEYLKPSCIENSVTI
#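 Hydroperoxide product was detected by ferrous iron/xylenol orange as the 573 to 405 nm absorbance ratio. Arachidonic acid at 40 uM (final) was turned over for 30 min at room temperature by 150 nM human 12hLO, pH 7.0 Hepes buffer, after 15 min compound preincubation.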
# Vif-A3F inh = qHTS for Inhibitors of Vif-A3F Interactions: qHTS; actives 0.2% (n = 390,000); Potency, µM (top dose mostly 46.1 µM), without a hit: top-dose activity, negative = active; AID 602313, 2012; HeLa A3F-eYFP + Vif (tagged APOBEC3F with the HIV-1 protein that degrades it), YFP fluorescence increase; further: potency means the concentration at half of the fitted maximal effect; % of control where 0% means no effect; nearly all actives have a fitted effect of over 65% in size
#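 HeLa cells stably expressing A3F-eYFP plus Vif, plated and incubated overnight at 37 deg C, then exposed to compounds overnight at 37 deg C. Blocked degradation read as raised yellow fluorescence (Ex 488/Em 500-530).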
# ERG-DNA inh = qHTS for Small Molecule Inhibitors of the ERG Ets/DNA interaction. Transcriptional regulator ERG (Homo sapiens), P11308. fluorescence polarization, His-ERG Ets domain / labelled DNA. Potency, µM (doses to about 76.9 µM), without a hit: top-dose FP activity, negative = inhibition, hits mostly inhibitors. actives 0.028% (n = 370,000). AID 624246, 2012; active means well fitted inhibition curve with a large enough effect in the polarisation, with a control signal flat; inconclusive means small, poorly fitted or top-dose-only effect, or effect the other way, or a change in a side signal; inactive means no such curve, though single readings can be large or run the other way; the % refers to the polarisation;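 further: polarization taken with two DNA probes labelled with fluorescein and Texas red; potency means the concentration at half of the fitted maximal effect; % of control where 0% means no effect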
#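 His-tagged ERG Ets domain (1 uM in the protein solution; 300mM KCl, 50mM Tris-HCl, 1mM EDTA, 1mM DTT, pH 7.5) received compound, then a probe mix of 5 nM fluorescein-DNA and 100nM Texas-615-DNA. Fluorescence polarization was read for both dyes.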
# D2 antag = HTS Assay for Allosteric Antagonists of the Human D2 Dopamine Receptor: Primary Screen for Antagonists; HEK293 TREx D2 cells, calcium flux, dopamine EC80; actives 2% (n = 340,000); D(2) dopamine receptor (Homo sapiens), P14416; inhibition, % at 10 µM; AID 485344, 2010; in the data active means inhibition above about 30%; further: 0% is about no effect
#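 Read-out: kinetic calcium fluorescence (1 cycle/s) in inducible HEK293 T-REx D2 cells after an EC80 dopamine addition that followed 180 s compound preincubation. Loss of the dopamine response indicates antagonism.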
# Active calls of the source: *; u = inconclusive; x = not tested or not shown; & = joins results of further samples; [ ] = dose if it differs, or a comment. Unless noted, the call rests on the fitted dose curve; in most records, active means well fitted curve in the direction sought with a large enough effect; inconclusive means small, poorly fitted or top-dose-only effect, or another doubt; inactive means no such curve, though single readings can be large; an effect the other way counts as inactive or inconclusive. The list is partial. The share of hits here may be higher or lower than overall.
SMILES,Glioma ERSR ind,Vif-A3G inh,D2 ag,RGS4 inhibitor,LDHA inh,ALOX12 inh,Vif-A3F inh,ERG-DNA inh,D2 antag
COC(=O)c1c(-c2ccc(S(C)(=O)=O)cc2)sc2cc(OC)ccc12,5%,-9%,x,u,0,3%,-4%,14%,x
Nn1c(SCC(=O)Nc2ccc(N3CCOCC3)cc2)nnc1C1CC1,-1%,3%,x,7%,2,5%,2%,-2%,x
CC(C)(C)c1csc(NC(=O)c2ccc3nccnc3c2)n1,1%,-22%,-0.7,-34%,-2,-9%,-15%,-19%,1
Cc1cc(OCC(=O)O/N=C(\N)c2ccccc2)ccc1Cl,0%,-4%,-0.1,35%,-8,-4%,-13%,2%,-24
COC(=O)CCn1[nH]c(=O)c2ccccc2c1=O,-5%,-6%,0.4,-6%,-5,-30%,11%,4%,-5
CCN1CCN(c2ccc(NC(=O)c3ccc(C#N)cc3F)cc2Cl)CC1,-2%,3%,0.3,15%,-3,-14%,-9%,-2%,0
CN(CC(=O)Nc1ccc(Cl)cc1)C(=O)CN1C(=O)C2CCCCC2C1=O (stereo not given),-3%,-3%,x,x,-3,20%,-6%,x,x
Cc1cccc(NCc2ccccc2O)c1,u,-1%,0.6,9%,0,-3%,0%,12%,-9
C/C(=N\n1c(C)nc2ccccc2c1=O)c1ccc(N)cc1,-4%,0%,x,-8%,1,u,2%,-7%,x
CCCOc1ccc(C(=O)CCN2CCCCC2)cc1,-12%,-7%,4.4,u,-7,232%[activator],-6%,5%,-2
COC(=O)C1=CN(C(C)c2ccccc2)C=C(C(=O)OC)C1c1cc(OC)c(OC)c(OC)c1 (stereo not given),-4%,-9%,0.2,-12%[56.9 µM],7,-26%,-14%,-8%,14
NC(=O)c1ccc(NC(=O)COC(=O)c2cc3c(s2)CCC3)cc1,-2%,-1%,x,-10%,-12,-12%,19%,1%,x

# Entries of single compounds as entered above. Values in the order: Glioma ERSR ind | Vif-A3G inh | D2 ag | RGS4 inhibitor | LDHA inh | ALOX12 inh | Vif-A3F inh | ERG-DNA inh | D2 antag
# `CCN1CCN(c2ccc(NC(=O)c3ccc(C#N)cc3F)cc2Cl)CC1` is listed as -2% | 3% | 0.3 | 15% | -3 | -14% | -9% | -2% | 0
# `COC(=O)c1c(-c2ccc(S(C)(=O)=O)cc2)sc2cc(OC)ccc12` is listed as 5% | -9% | x | u | 0 | 3% | -4% | 14% | x

# Other records follow:
SMILES,Glioma ERSR ind,Vif-A3G inh,D2 ag,RGS4 inhibitor,LDHA inh,ALOX12 inh,Vif-A3F inh,ERG-DNA inh,D2 antag
O=C(c1ccccc1)C1CCN(CC(=O)N2CCN(c3ccccc3)CC2)CC1,-3%,1%,0.1,6%,-1,-24%,-1%,0%,-1
O=C1c2ccccc2C(=O)N1Cc1cnc(N2CCN(c3ccccc3)CC2)s1,-3%,u,0.0,13%,-5,10%,-6%,-4%,1
Cc1cc(=O)oc2cc(OCC(=O)OCC(=O)Nc3ccccc3C(C)C)ccc12,-2%,1%,0.4,9%,11&-6,-2%&-19%,-2%,4%,4
CSc1nccc(N2CCN(c3ccc(F)cc3)CC2)n1,5%,4%,0.2,-10%,2,-5%,-16%,12%,8
N#Cc1ccc(C(=O)N2CCCCC2c2cc(C(=O)Nc3ccccc3Cl)no2)cc1 (stereo not given),-1%,-1%,x,x,-5,u,x,x,x
CCn1ncc([C@@H]2C[C@H]3CN(Cc4cccc(Cl)c4)C(=O)[C@]34CCCN24)c1C,-7%,-10%,-0.9,23%,-8,-23%,-26%,1%,-3
CCc1c(C)nc(SCC(=O)Nc2c(C)n(C)n(-c3ccccc3)c2=O)[nH]c1=O,-7%,-3%,-0.2,-17%,-5,13%,0%,3%,-1
CCOC(=O)CSc1nc2c(sc3ccccc32)c(=O)n1Cc1ccc(OC)cc1,-2%,0%,x,16%,-11,0%,-3%,-3%,x
CCOc1ccc(C(=O)CCN2CCCCC2)cc1,-17%,-4%,0.2,u,-2,306%[activator],-4%,-1%,-12
Cc1ccccc1C(=O)NC1CCCN(Cc2ccccc2F)C1 (stereo not given),-3%,0%,0.6,-24%,-2,u,-5%,4%,2
COc1ccc(CCNS(=O)(=O)c2cccc(F)c2)cc1OC,-4%,-1%,-0.1,12%,-1,-17%,-15%,-2%,-16
O=C(Nc1ccc(F)cc1)N1CCN(CCc2ccccc2)CC1,-3%,-1%,-0.2,21%,-14,-3%,-21%,-6%,2
Nc1cc(N)cc(Cc2ccccc2)c1,-2%,1%,x,x,10,u,x,x,x
O=C(NCCC1=CCCCC1)C1CCCN(S(=O)(=O)c2cnc[nH]2)C1 (stereo not given),-1%,0%,-0.5,-32%,-1,8%,-2%,-4%,-12
Cc1ccc(S(=O)(=O)N2CCC(=O)N(CCOC(=O)Nc3ccccc3C)CC2)cc1,-3%,3%,0.7,13%,-1,u,1%,-2%,26
Cc1ccc(NC(=O)C(=O)NCC(c2cccnc2)N2CCN(Cc3ccccc3)CC2)cc1C (stereo not given),-3%,-3%,0.0,4%,-7,-25%,1%,0%,x
Cc1c(C)n(Cc2ccc(F)cc2)c2ccc(C(=O)NCCN3CCOCC3)cc12,-5%,2%,0.2,1%,-3,u,0%,-2%,-8
CCOC(=O)c1cc(S(=O)(=O)NCc2cccc(Cl)c2)[nH]n1,-1%,-2%,-1.4,3%,1,u,0%,-7%,x
CCOCCCNC(=O)c1ccc(CN2CCc3ccccc3C2)cc1,2%,-1%,x,x,1,u,-6%,x,x
COc1cc(C(=O)N2CCN(c3cccc(C)c3C)CC2)ccc1OCC(=O)N1CCOCC1,1%,-1%,0.9,3%,-1,26%,1%,-12%,-50
CCCSCCCNC(=O)C1CCN(c2nc3ccccc3nc2C(F)(F)F)CC1,-2%,7%,-0.1,18%,-7,-22%,6%,-2%,x
Cc1ccc(-c2nc(-c3ccncc3)no2)cc1C,-6%,-2%,1.2,8%,-5,-19%,-1%,-1%,-13
Cc1ccccc1NC(=O)C1CCCN(c2nnc(N3CCCC3=O)s2)C1 (stereo not given),10%,5%,0.1,-25%,1,-11%,-20%,2%,-8
CN(C)Cc1c(O)ccc2occ(C(=O)c3ccc(F)cc3)c12,-2%,1%,-1.6,-2%[56.9 µM],-5,0%,15%,-6%,-15
Cc1ccc(S(=O)(=O)C2(C(=O)N3CCCC(C)C3)CC2)cc1 (stereo not given),11%,2%,x,-2%,-10,23%,-4%,1%,x
Cc1ccc(N2OC3C(=O)NC(=O)C3C2c2ccco2)cc1 (stereo not given),-4%,0%,2.9,-4%,-1,6%[57.4 µM],-2%,-4%,-12
O=C(NCC1CC1)Nc1ccccc1,6%,-8%,-0.2,-5%,-4,201%[activator],-3%,1%,1
O=C(O)CC1S/C(=N/N=C/c2ccc(-c3ccc(Cl)c([N+](=O)[O-])c3)o2)NC1=O (stereo not given),-4%,0%,-0.3,-53%,-6,-22%,1%,0%,10
CCOC(=O)c1sc2ccccc2c1OC(=O)c1ccccc1,-2%,0%,0.1,19%,-5,-2%,-2%,-3%,-4
Cc1cccc(Cc2cnc(NC(=O)c3ccc(C)o3)s2)c1,2%,1%,-0.7,-9%,-3,-3%,-4%,-2%,4
Cn1c(SCC(=O)Nc2ccc(N3CCOCC3)cc2)nnc1-c1ccccc1,-4%,2%,-0.8,15%,9,-4%[57.4 µM],0%,-2%,-2
COc1ccc2oc(=O)c(C(=O)NCCc3c(C)[nH]c4ccc(F)cc34)cc2c1,3%,0%,-0.5,4%,-4,0%,-7%,0%,x
Cc1ccc([N+](=O)[O-])c(C(=O)N/N=C/c2cccs2)c1,1%,1%,-0.4,6%,-2,0%,-1%,14%,2
Cc1ccc(-c2csc3nnc(SCC(=O)Nc4nsc(-c5ccccc5)n4)n23)cc1,-1%,1%,0.4,-17%,-8,0%,-6%,-5%,13
CN1CCN(S(=O)(=O)c2ccc(N3CCN(c4ccccc4O)CC3)c([N+](=O)[O-])c2)CC1,-2%,-5%,-0.4,5%,9,u,-17%,-5%,7
O=C(NCc1ccccn1)c1ccc(OC2CCN(Cc3ccccc3)CC2)cc1,-4%,-3%,0.8,1%,-5,134%[activator],6%,-10%,-12
Cc1ccc(OCCCC(=O)NNC(=O)c2ccccn2)cc1,-5%,3%,x,7%,5,21%,2%,1%,x
Cc1ccnc(NS(=O)(=O)c2ccc(NS(=O)(=O)c3cccs3)cc2)n1,-4%,-1%,-2.2,-13%,-5,-2%,6%,-2%,-19
O=C1OCCC1Sc1nc2ccccc2n1-c1ccccc1 (stereo not given),-6%,0%,-2.5,25%,1,0%,0%,-7%,1

# Source: PubChem BioAssay
